Screens: PubChem, Broad Institute
INS-1E GSIS act: GLuc luminescence reporter in INS-1E cells, primary screen for activators of glucose-dependent secretion of insulin. INS-1E GLuc reporter insulin secretion, 2-3 h. activation, % at 16.6 µM. hit rate 0.61% among 370,000. AID 743287;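 active = lowest replicate activation of at least 40%, so every replicate reaches that level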;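 note: 0% = median of neutral control wells and 100% = median of IBMX positive control wells; some compounds called inactive have numbers as strong as hits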
PAX8 reporter: inhibitors of PAX8 transcriptional activity in RMG-I cells. RMG-I TPO-luciferase reporter, SteadyGlo, 24 h. inhibition, % at 12.6 µM. hit rate 1.2% among 360,000. AID 652154;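 active = mean replicate inhibition at least 60% with every replicate also reaching 60%; inconclusive = only one of the two criteria is met; inactive = mean below 60% and not all replicates reaching 60%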;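 note: luciferase light reporting Pax8 driven TPO promoter activity; plate controls were median of neutral control wells for no effect and mitoxantrone controls for full effect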
DENV2 CPE rescue: protects cells from dengue virus 2 cytopathic effect. CPE inhibition, % at 9.99 µM. AID 651640. DENV2-infected cells, cytopathic effect rescue, plate reader. hit rate 1.7% among 350,000; in the data active = CPE inhibition above about 20%, passing the limit was not always enough; inconclusive = no clear call, values can overlap the other calls; tested in BHK-21 cells;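 note: 0% = median of neutral control wells and 100% = median of positive control wells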
EWS-Fli block: inhibitors of EWS/Fli oncoprotein transcriptional activity; hit rate 0.67% among 350,000; inhibition, % at 12.6 µM; A673 NR0B1-luciferase reporter, viability-normalised; AID 651661;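 active = mean inhibition of at least 50% after viability correction, with every replicate also passing that limit; inconclusive = mean reaches 50% but only one of two replicates passes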;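 note: firefly luciferase signal divided by Alamar Blue viability fluorescence both relative to DMSO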
ARNT-TACC3 inh: disrupts binding between human ARNT and TACC3; hit rate 0.66% among 390,000; Q9Y6A5; AID 623870; AlphaScreen His-ARNT PAS-B/GST-TACC3 binding, luminescence; TACC3 fragment carries E629A point mutation; inhibition, % at 9.99 µM;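 active = mean inhibition of replicates at least 50% and at least half of replicates each reaching 50%; inconclusive = half or more replicates reach 50% but mean below 50%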;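 note: 0% = complete ARNT plus TACC3 wells and 100% = ARNT alone without TACC3; many hits fall short of the cut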
F508del corr: CFTR F508del correction in bronchial cells; activity (quench increase), % at 7.58 µM; CFBE cells, YFP halide quenching; stimulated with forskolin plus potentiator P3; % fluorescence drop versus neutral controls; hit rate 0.36% among 350,000; AID 720511;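 active = mean added fluorescence quench of at least 8% versus neutral control, with both replicates also reaching 8%; inconclusive = only one of the mean or replicate conditions met; inactive = mean below 8% and not both replicates reaching 8%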;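 note: cells transiently co-express mutant CFTR-F508del with the halide-sensitive YFP; corrector assay measuring rescue of mutant channel to the surface after 24 h compound exposure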
ERp5 block: blocks human ERp5 reductase activity on insulin. Q15084. ERp5 insulin aggregation, absorbance 650 nm, 90 min. inhibition, % at 9.99 µM. hit rate 0.05% among 350,000;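 active = mean replicate inhibition above about 25%, with every replicate also reaching it, limit read from the data, passing the limit was not always enough; inconclusive = only one of those two criteria met; inactive = neither criterion met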
Target sequence (Q15084 whole entry, looked up): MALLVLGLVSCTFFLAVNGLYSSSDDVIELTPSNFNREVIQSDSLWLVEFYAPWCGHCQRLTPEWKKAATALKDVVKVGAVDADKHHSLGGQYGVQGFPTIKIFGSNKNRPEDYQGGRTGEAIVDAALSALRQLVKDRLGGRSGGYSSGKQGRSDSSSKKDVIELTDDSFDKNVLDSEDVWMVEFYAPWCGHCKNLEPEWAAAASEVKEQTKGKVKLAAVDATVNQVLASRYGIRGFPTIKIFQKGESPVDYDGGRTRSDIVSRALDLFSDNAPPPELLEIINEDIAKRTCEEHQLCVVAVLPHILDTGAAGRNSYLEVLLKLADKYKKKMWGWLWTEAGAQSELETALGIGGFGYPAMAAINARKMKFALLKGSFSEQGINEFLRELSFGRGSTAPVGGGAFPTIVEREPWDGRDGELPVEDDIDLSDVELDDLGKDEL
XiGFP reactiv: X-chromosome reactivation activator. XiGFP mouse fibroblasts, % GFP-positive cells imaging, 3 d; cells co-treated with 5-aza-dC sensitizer; scaled so ellipticine positive control = 100%. activation, % at 7.58 µM. hit rate 0.055% among 360,000. AID 743238;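 active = mean normalized replicate activation at least 10% and every replicate at or above 10%; inconclusive = only one of the two criteria met; inactive = mean below 10% and not all replicates reach 10%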;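 note: 0% = median of on-plate neutral control wells and 100% = ellipticine 6 µM median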
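Material: XiGFP fibroblasts, SV40-immortalized; Buffer or medium: DMEM containing 5-aza-dC; Compound dosing: single point; Times: 3 days compound exposure.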
Starred values were filed as active, the others as inactive; ? = inconclusive; / = no result given.

SMILES	INS-1E GSIS act	PAX8 reporter	DENV2 CPE rescue	EWS-Fli block	ARNT-TACC3 inh	F508del corr	ERp5 block	XiGFP reactiv
COC(=O)c1c(NC(=O)CSc2ncn[nH]2)sc(C)c1C	4	/	-2	20	4	-1.0	-3	0.7
C[C@H]1CN([C@@H](C)CO)C(=O)c2cc(C#CCc3ccccc3)cnc2O[C@H]1CN(C)Cc1cccc(C(=O)O)c1	1	8	0	-18	-1	-4.8	-2	-0.8
Cc1ccc(NC(=O)N2CCN(C(=O)c3ccco3)CC2)cc1Cl	-5	-12	38*	-13	0	2.6	1	-0.1
C[C@@H]1CN([C@H](C)CO)C(=O)c2cc(NC(=O)Nc3ccc(C(F)(F)F)cc3)ccc2O[C@H]1CN(C)Cc1ccc(C(F)(F)F)cc1	2	-16	-25	-6	-7	-0.3	-8	0.2
Cc1ccccc1NC(=S)NCc1ccco1	18	8	/	/	3	/	/	-0.1
COCCNC(=O)C[C@H]1CC[C@H]2[C@H](COc3ccc(NC(=O)Nc4cccc(F)c4)cc3C(=O)N2C)O1	20	-5	1	5	-3	-0.8	4	0.0
CCc1nc2ccccc2n1Cc1ccc(F)cc1	2	-6	2	4	8	-1.0	-3	0.2
O=S(=O)(c1ccc(F)cc1)N1CCCc2nc(-c3ccc(F)cc3)ccc21	/	-12	-6	-8	/	-2.1	4	0.1
CCc1nnc(NS(=O)(=O)c2ccc(NC(=S)NC(=O)/C=C/c3ccc(OC)cc3)cc2)s1	-15	0	/	/	-7	/	/	0.3
Cc1ccc(-n2[nH]c(=O)c(-c3ccccn3)c2C)cc1	1	75*	-4	74*	1	-2.9	1	0.0
Cc1ccccc1C(=O)N1CCC(C(=O)Nc2nc3ccc(F)cc3s2)CC1	-59	0	-4	6	4	0.5	1	0.0
COCC(=O)Nc1ccc2c(c1)[C@@H]1C[C@H](CC(=O)NCc3ccncc3)O[C@@H](CO)[C@@H]1O2	-2	/	4	-3	4	4.1	-35	0.2
Cc1cc(CC(=O)O)c2oc(-c3ccoc3)cc(=O)c2c1	16	13	-4	-5	/	0.9	4	0.0
CCOC(=O)C1=c2s/c(=C\c3ccncc3)c(=O)n2C(N)=C(C(=O)OC)C1c1ccncc1 (stereo not drawn)	6	7	/	6	1	1.0	-1	0.1
Cc1c(NC(=O)Nc2cccc([N+](=O)[O-])c2)c(=O)n(-c2ccccc2)n1C	2	-4	4	-2	-2	-3.0	-6	0.0
CCC(=O)c1ccc(OCC(O)Cn2nnc3ccccc32)cc1 (stereo not drawn)	6	-38	4	-48	0	0.6	3	0.0
COc1cccc(S(=O)(=O)Nc2ccc3c(c2)[C@@H]2C[C@H](CC(=O)NCc4cccc(F)c4)O[C@H](CO)[C@@H]2O3)c1	9	2	-1	11	11	-0.7	3	0.1
COc1ccc(C)cc1S(=O)(=O)N(CC(=O)Nc1ccc2c(c1)OCCO2)Cc1ccccc1	-22	/	-2	0	3	0.0	-2	/
COC(=O)C1=C(C)N(Cc2cccc(C(F)(F)F)c2)C(=NCc2ccc3c(c2)OCO3)NC1CCc1ccccc1 (stereo not drawn)	114*	-7	?	14	/	-2.1	0	0.4
Cc1ccc(-n2cc(CN3CCN(Cc4nccn4C)CC3)c(-c3cccc(C)c3)n2)cc1	-17	-7	-6	-1	-23	-0.6	7	0.0
CCOC(=O)c1c(NC(=O)CSc2ncccn2)sc(C(=O)NC)c1C	4	-1	-10	15	-2	0.6	0	0.0
COc1ccc(N2CCN(S(=O)(=O)c3c(C)nc4scc(C)n4c3=O)CC2)cc1	1	19	8	4	-1	4.8	-1	0.0
CC1CCCC(C)N1S(=O)(=O)c1ccc(S(=O)(=O)N2CCOCC2)cc1 (stereo not drawn)	19	44	-2	2	-12	3.5	4	0.0
Cc1ccccc1C(=O)N1CCc2cc(-c3csc(NC(=O)CN4CCCC4)n3)ccc21	-2	-18	4	-8	9	-0.2	4	0.0
COc1ccc(C(=O)NCc2nnc(SCC(=O)NCCc3ccccc3)o2)cc1	5	7	-3	-10	-4	-0.4	8	0.0

Four neighbouring compounds already listed, for reference:
SMILES	INS-1E GSIS act	PAX8 reporter	DENV2 CPE rescue	EWS-Fli block	ARNT-TACC3 inh	F508del corr	ERp5 block	XiGFP reactiv
COC(=O)c1c(NC(=O)CSc2ncn[nH]2)sc(C)c1C	4	/	-2	20	4	-1.0	-3	0.7
C[C@H]1CN([C@@H](C)CO)C(=O)c2cc(C#CCc3ccccc3)cnc2O[C@H]1CN(C)Cc1cccc(C(=O)O)c1	1	8	0	-18	-1	-4.8	-2	-0.8
Cc1ccc(NC(=O)N2CCN(C(=O)c3ccco3)CC2)cc1Cl	-5	-12	38*	-13	0	2.6	1	-0.1
C[C@@H]1CN([C@H](C)CO)C(=O)c2cc(NC(=O)Nc3ccc(C(F)(F)F)cc3)ccc2O[C@H]1CN(C)Cc1ccc(C(F)(F)F)cc1	2	-16	-25	-6	-7	-0.3	-8	0.2

(next part)
SMILES	INS-1E GSIS act	PAX8 reporter	DENV2 CPE rescue	EWS-Fli block	ARNT-TACC3 inh	F508del corr	ERp5 block	XiGFP reactiv
CCc1ncc(CN2CCCC(C(=O)Nc3cccc(-c4ccc(F)cc4)c3)C2)cn1 (stereo not drawn)	-15	9	-7	2	0	-2.0	5	0.0
CCCc1nnc(NC(=O)CS(=O)(=O)c2ccc(C)cc2)s1	10	15	-1	8	-4	-0.3	5	0.3
COc1ccc(S(=O)(=O)N(C)C[C@H]2OCCCC[C@@H](C)Oc3ccc(N(C)C)cc3C(=O)N([C@@H](C)CO)C[C@@H]2C)cc1	-5	30	-22	0	16	1.0	-9	0.0
CC(C)NC(=O)C(c1ccc(F)cc1)N(C(=O)CCC(=O)Nc1ccccn1)C1CCCCC1 (stereo not drawn)	-15	5	4	/	7	-0.7	-6	0.2
O=C(c1ccc(C(F)(F)F)cc1)C1CCCN(C(=O)CCc2cnccn2)C1 (stereo not drawn)	27	-13	3	-8	/	2.8	-8	0.1
O=C(CNc1ccc2ccccc2c1)N/N=C/c1ccc([N+](=O)[O-])o1	-2	29	/	18	3	-5.2	3	0.0
C=CCOc1cccc(C2C(C(=O)c3ccc(C)o3)=C(O)C(=O)N2CCCn2ccnc2)c1 (stereo not drawn)	-4	0	1	/	32	0.7	3	0.0
O=C(NCC1CCCO1)C1c2ccccc2C(=O)N1C1CCCCCC1 (stereo not drawn)	19	/	0	-6	-8	-1.9	1	/
CCC(=O)N(C)C[C@H]1Oc2cc(-c3ccc(C#N)cc3)ccc2S(=O)(=O)N([C@@H](C)CO)C[C@H]1C	8	/	-4	-3	-3	-0.1	/	0.4
CC(C)N(C(=O)CC1ON(C)C(=O)N1c1ccc(Cl)cc1)C(C)C (stereo not drawn)	10	3	1	-2	2	1.6	3	0.0
CCN1C(=O)[C@H]2[C@@H](c3ccc(OC)cc3)N3C(=O)CN(CCOC)C(=O)[C@@]3(C)[C@H]2C1=O	/	-6	98*	-1	-4	0.1	-3	0.1
CO[C@H]1CN(C)C(=O)c2cc(NC(=O)C3CCCCC3)ccc2OC[C@@H](C)N(C(=O)c2ccccc2)C[C@H]1C	-12	12	-4	5	4	-2.6	0	0.0
CCc1cc2c(SCC(=O)NC3CCS(=O)(=O)C3)ncnc2s1 (stereo not drawn)	-3	18	/	-5	5	-2.1	5	-0.1
CC1CCN(C(=O)CCNS(=O)(=O)c2ccc(Br)cc2)CC1	6	-3	3	3	-7	-4.0	-1	-0.1
CCOC(=O)C1CCN(S(=O)(=O)c2ccc(C(C)(C)C)cc2)CC1	34	10	-7	5	-36	-1.0	-7	0.0
Cc1ccc(-c2ccc([C@H]3[C@H]4CN(C(=O)CN5CCOCC5)CC(=O)N4[C@H]3CO)cc2)cc1	-5	13	9	-2	/	1.7	1	0.2
O=[N+]([O-])c1ccc(NCCOc2ccccc2Cl)nc1	-3	-8	16	-28	-2	-1.7	-5	-0.1
COc1ccc(CNC(=S)Nc2ccccc2Cl)cc1	-5	-24	3	-3	-4	2.4	2	0.2
CSc1ncccc1C(=O)NC(C)C1CC2CCC1C2 (stereo not drawn)	10	-24	17	7	3	/	4	0.3
OC[C@H]1O[C@@H](Oc2ccc(O)cc2)[C@H](O)[C@@H](O)[C@@H]1O	5	-2	2	5	-2	-2.2	-6	0.0
CC(Cc1ccccc1)=NNc1ccc([N+](=O)[O-])cc1[N+](=O)[O-]	/	-7	3	-4	-9	2.6	4	0.2
COc1ccc(NC(=O)N(C)C[C@@H]2OCCCC[C@@H](C)Oc3ccc(NC(=O)NC(C)C)cc3C(=O)N([C@H](C)CO)C[C@@H]2C)cc1	38	-3	-3	-5	-2	1.7	0	-1.0
COc1ccc(N(C)C(=O)c2cn(CC(C)C)c(=O)c3cc(OC)c(OC)cc23)cc1	-6	2	?	-2	5	-0.9	-3	0.3
CC1(C)NC(=O)N(Cc2cc(=O)n3ccsc3n2)C1=O	7	17	2	1	-2	3.1	3	0.1
COc1cc(OC)cc(C(=O)NC(C(=O)Nc2ccc3c(c2)OCCO3)C(C)C)c1 (stereo not drawn)	-18	-42	1	-9	-4	-0.2	-7	0.0

5 entries from above in another layout:
Below each SMILES – INS-1E GSIS act, PAX8 reporter, DENV2 CPE rescue, EWS-Fli block, ARNT-TACC3 inh, F508del corr, ERp5 block, XiGFP reactiv
> O=[N+]([O-])c1ccc(NCCOc2ccccc2Cl)nc1
 : -3, -8, 16, -28, -2, -1.7, -5, -0.1
> COc1ccc(CNC(=S)Nc2ccccc2Cl)cc1
 : -5, -24, 3, -3, -4, 2.4, 2, 0.2
> CSc1ncccc1C(=O)NC(C)C1CC2CCC1C2 (stereo not drawn)
 : 10, -24, 17, 7, 3, /, 4, 0.3
> OC[C@H]1O[C@@H](Oc2ccc(O)cc2)[C@H](O)[C@@H](O)[C@@H]1O
 : 5, -2, 2, 5, -2, -2.2, -6, 0.0
> CC(Cc1ccccc1)=NNc1ccc([N+](=O)[O-])cc1[N+](=O)[O-]
 : /, -7, 3, -4, -9, 2.6, 4, 0.2

The list goes on:
SMILES	INS-1E GSIS act	PAX8 reporter	DENV2 CPE rescue	EWS-Fli block	ARNT-TACC3 inh	F508del corr	ERp5 block	XiGFP reactiv
CCCC(=O)Nc1ccc2c(c1)OC[C@@H](C)N(Cc1ccncc1)C[C@H](C)[C@H](OC)CN(C)C2=O	-19	/	-1	7	19	2.4	-2	0.6
COc1ccc(C2=NN(C(N)=S)C(c3ccco3)C2)cc1 (stereo not drawn)	-13	-42	2	-27	2	3.0	2	-0.1
CN[C@H]1C[C@H]2c3cc(-c4ccccc4)ccc3CCN2C(=O)[C@H]1[C@H](C)O	2	5	-13	16	/	-2.5	-4	0.6
COCC(=O)Nc1ccc2c(c1)OC[C@@H](C)N(C(=O)c1ccccc1F)C[C@H](C)[C@H](OC)CN(C)C2=O	-2	/	5	-3	-12	-0.6	-6	0.3
COc1ccccc1CN1[C@@H]2Cn3c(ccc(C4=CCCCC4)c3=O)[C@H]1[C@@H](C(=O)N(C)C)[C@@H]2CO	-15	/	-1	-5	-2	1.6	5	-0.1
Cc1cccc(N(Cc2cc(=O)[nH]c3ccccc23)C(=O)CCl)c1	3	115*	8	61*	/	2.5	1	0.0
Cc1cc2nc3c(=O)n(Cc4ccccc4)c(=O)[nH]c3nc2cc1N	3	7	-1	-9	-1	/	-2	0.1
